# Cdc42 wt: modulators of GTP binding to wildtype Cdc42, primary screen, biochemical, multiplex bead flow cytometry, Bodipy-GTP. Cell division control protein 42 homolog (Homo sapiens), P60953. GST-Cdc42 beads; actives lie on both sides. percent activity (GTP binding), % at 10 µM. 0.2% of 190,000 active. AID 761, 2007;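 active means percent activity GTP binding at least 20 points away from the 100% baseline, either down as inhibitor or up as activator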;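 further: median bead fluorescence of bound Bodipy-FL-GTP at 100 nM; 0% = excess unlabeled GTP control and 100% = no compound control; below 100% means less GTP binding so inhibitor and above means activator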
# ABCG2 block: ABCG2 efflux pump inhibitors, primary screen, multiplex with ABCB1, IgMXP3 cells, flow cytometry. JC-1 efflux. inhibition, % at 6.6 µM. 0.1% of 190,000 active;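 active means inhibition above 80%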;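 further: 0% = DMSO and 100% = nicardipine control wells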
#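 test system = two drug-resistant human cell lines, ABCG2 and ABCB1 | amount = 3 million cells/mL final, two lines in 1:1 ratio | reagent = JC-1 transporter substrate | doses = one concentration, 6.6 µM final | incubation = 10 min at 25 °C | signal = flow cytometric JC-1 green MFI at 530 nm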
# Rac1 wt modul: wildtype Rac1 GTP binding modulators, primary screen, biochemical, GST-Rac1 beads, flow cytometry, multiplex; fluorescent GTP binding; actives lie on both sides; 0 = cold GTP competed, 100 = untreated; Ras-related C3 botulinum toxin substrate 1 (Homo sapiens), P63000; GTP binding activity (% of control), % at 10 µM; 0.27% of 190,000 active;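 active means GTP binding activity at least 20 points away from the 100% control level, either lower or higher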
# Rac1 act GTP bind: GTP binding modulators of activated mutant Rac1, primary screen, biochemical, bead-based flow cytometry, multiplex, fluorescent GTP | Ras-related C3 botulinum toxin substrate 1 (Homo sapiens), P63000 | GST-Rac1 activated beads; actives lie on both sides; 100% means binding = to untreated wells | percent activity (GTP binding), % at 10 µM | 0.11% of 190,000 active;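 active means GTP binding at least 20 percentage points away from the 100% baseline, in either direction, so actives lie on both sides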
# Rab2 wt GTP: modulators of GTP binding to Rab2A wildtype, primary screen, biochemical, dog, bead-based flow cytometry, multiplex. Ras-related protein Rab-2A (Canis lupus familiaris), P61105. GST-Rab2 wt beads, Bodipy-GTP binding. GTP binding activity, % at 10 µM. 0.19% of 190,000 active. AID 760, 2007;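 active means GTP binding activity at least 20 points away from 100%, either lowered or raised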;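 further: 0% = beads with excess unlabeled GTP and 100% = no-compound control corrected for plate trend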
# Rab7 wt GTP bind: modulators of GTP binding to Rab7, primary screen, biochemical, wildtype, multiplex bead flow cytometry. Rab7 GTPase wild type (dog), Bodipy-FL-GTP binding. GST-Rab7 beads, fluorescent GTP binding; actives lie on both sides; untreated = 100%, excess cold GTP = 0%. GTP binding activity (percent of control), % at 10 µM. 0.055% of 190,000 active. AID 758, 2007;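 active means fluorescent GTP binding to Rab7 beads changed by at least 20 points from the 100% baseline, either direction, mostly lower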;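 further: median green fluorescence of bound Bodipy-FL-GTP per Rab7 bead population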
# HRas wt GTP: modulators of GTP binding to HRas wildtype, primary screen, biochemical, bead-based flow cytometry, multiplex; 0.14% of 190,000 active; AID 759, 2007; GTP binding activity, % at 10 µM; GST-Ras wt beads, Bodipy-FL-GTP binding; actives lie on both sides; GTPase HRas (Homo sapiens), P01112;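 active means GTP binding activity at least 20% away from the 100% baseline, either lowered as inhibitor or raised as activator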;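 further: 0% = unlabeled GTP competition control and 100% = no-compound control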
# Pf gamet viab: late stage P. falciparum gametocyte viability inhibitors, primary screen, ATP luminescence, HTS | P. falciparum stage V gametocytes, 24 h | inhibition, % at 10.9 µM | 0.065% of 150,000 active;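 active means inhibition above the mean plus 3 SD of compounds within the control limits, set per campaign, cut at about 38% in these data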;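 further: 0% = DMSO wells and 100% = medium only without gametocytes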
# GSH bead fluor: compound fluorescence on glutathione beads, profiling panel, artefact control, biophysical, 488/530 nm, flow cytometry. 0.25% of 190,000 active. fluorescence (KMESF) at 10 µM. AID 1776, 2009. GSH beads flow cytometry, compound fluorescence 488/530 nm; active compounds read high; in the data active means fluorescence above about 89;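 further: glutathione beads carrying GST-tagged Bcl family fusion proteins plus one bare bead set; values are compound well signal with DMSO vehicle wells as background; inactives centre near 16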
# ABCB1 inh: ABCB1 efflux pump inhibitors, primary screen, cell-based, multiplex, flow cytometry, ABCG2 counter-screen; CCRF-Adr cells, JC-1 efflux; inhibition, % at 6.6 µM; 0.067% of 190,000 active; in the data active means inhibition above about 40%;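 further: 0% = vehicle and 100% = reference inhibitor; higher value means more JC-1 retained so stronger ABCB1 efflux block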
# Target sequence (P08183 whole entry, looked up): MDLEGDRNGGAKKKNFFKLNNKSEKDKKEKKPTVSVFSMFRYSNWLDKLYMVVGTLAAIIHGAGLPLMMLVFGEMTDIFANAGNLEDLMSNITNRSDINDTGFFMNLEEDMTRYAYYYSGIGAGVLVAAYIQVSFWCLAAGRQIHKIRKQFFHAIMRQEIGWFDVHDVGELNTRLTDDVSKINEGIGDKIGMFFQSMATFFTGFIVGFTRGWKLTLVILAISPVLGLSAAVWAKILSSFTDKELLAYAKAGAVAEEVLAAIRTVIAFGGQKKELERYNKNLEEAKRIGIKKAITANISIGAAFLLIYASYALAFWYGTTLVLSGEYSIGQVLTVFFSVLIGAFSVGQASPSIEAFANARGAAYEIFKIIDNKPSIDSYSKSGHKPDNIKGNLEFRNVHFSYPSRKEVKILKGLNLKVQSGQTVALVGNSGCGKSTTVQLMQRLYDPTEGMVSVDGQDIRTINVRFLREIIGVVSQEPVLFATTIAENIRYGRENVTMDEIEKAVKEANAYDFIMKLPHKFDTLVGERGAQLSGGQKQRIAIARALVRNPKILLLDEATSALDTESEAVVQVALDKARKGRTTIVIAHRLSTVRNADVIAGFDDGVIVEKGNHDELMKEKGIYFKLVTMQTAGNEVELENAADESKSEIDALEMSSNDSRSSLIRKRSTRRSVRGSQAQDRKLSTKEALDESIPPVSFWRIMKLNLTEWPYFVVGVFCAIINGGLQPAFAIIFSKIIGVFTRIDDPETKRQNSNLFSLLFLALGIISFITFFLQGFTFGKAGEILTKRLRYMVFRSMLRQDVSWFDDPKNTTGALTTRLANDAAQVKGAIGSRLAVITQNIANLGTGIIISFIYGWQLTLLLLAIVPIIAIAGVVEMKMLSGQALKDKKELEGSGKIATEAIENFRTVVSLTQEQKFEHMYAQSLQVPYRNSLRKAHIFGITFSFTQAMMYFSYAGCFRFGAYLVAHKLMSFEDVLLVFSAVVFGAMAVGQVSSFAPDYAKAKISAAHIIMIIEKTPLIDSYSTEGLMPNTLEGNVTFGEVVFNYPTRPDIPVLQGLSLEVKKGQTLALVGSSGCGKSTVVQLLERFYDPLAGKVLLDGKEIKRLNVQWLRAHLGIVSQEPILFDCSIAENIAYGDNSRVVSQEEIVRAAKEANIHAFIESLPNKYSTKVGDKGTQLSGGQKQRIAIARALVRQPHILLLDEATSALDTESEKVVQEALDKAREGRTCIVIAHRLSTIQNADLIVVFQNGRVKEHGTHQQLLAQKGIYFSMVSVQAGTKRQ
# Avidin fluor: green autofluorescence of compounds with avidin beads – biophysical, 488/530 nm, flow cytometry, artefact control, profiling panel; fluorescence (KMESF) at 10 µM; compound fluorescence 488/530 nm; active compounds read high; AID 1775, 2009; 0.38% of 220,000 active; in the data active means fluorescence above about 47; further: inactives centre near 10
# The depositor's hits bear a star; / = no result given.
no.	Molecule	Cdc42 wt	ABCG2 block	Rac1 wt modul	Rac1 act GTP bind	Rab2 wt GTP	Rab7 wt GTP bind	HRas wt GTP	Pf gamet viab	GSH bead fluor	ABCB1 inh	Avidin fluor
1	COc1ccc(CN2CCN(C(=O)c3cccc(OC)c3OC)CC2)cc1OC	94	3	95	93	95	95	92	-7	21	1.5	8
2	Cc1ccc(SCC(=O)Nc2cccc(-c3nnc(-c4ccco4)o3)c2)cc1	91	0	93	92	91	89	95	/	28	-0.1	7
3	CCOC(=O)N1CCN(C(=O)CN(c2cc(Cl)ccc2OC)S(=O)(=O)c2ccccc2)CC1	103	24	104	98	99	105	101	16	29	4.3	15
4	COC(=O)c1cc(NC(=O)N2c3ccccc3Sc3ccccc32)cc(C(=O)OC)c1	99	1	101	97	100	101	102	-6	57	-0.2	7
5	CCOCCCNC(=O)N1CCOCC1	99	0	104	100	99	101	102	-12	43	0.1	9
6	COc1cccc(C(=O)N/N=C/C(Br)=C/c2ccccc2)c1	100	-3	99	95	96	96	97	-24	20	-0.8	10
7	O=C(O)CCC(=O)NNc1nc2ccccc2nc1-c1ccccc1	91	2	99	96	96	98	98	/	25	0.9	10
8	Oc1[nH]c2ccccc2c1C=Nc1ccc2c(c1)OCO2	100	7	101	100	99	101	99	/	24	1.0	8
9	CCC(CO)N=C1CC(C)(C)CC(=O)/C1=C(/O)CCCN1C(=O)c2ccccc2C1=O (stereo not given)	93	10	89	95	96	89	94	3	10	1.7	10
10	COc1ccccc1-n1c(SCC(=O)Nc2cccc(S(N)(=O)=O)c2)nc2ccccc2c1=O	99	-2	103	97	95	96	99	/	18	-0.2	10
11	Brc1ccc2c(c1)OCCOCCOCCOCCOCCOCCO2	97	-3	102	99	97	101	100	13	11	1.9	6
12	Cn1c(=O)c2c(nc(NCc3ccc4c(c3)OCO4)n2Cc2ccc(F)cc2)n(C)c1=O	95	9	95	92	96	96	100	-16	33	4.2	12
13	O=C(Cc1ccccc1)NC1CCS(=O)(=O)C1 (stereo not given)	101	3	106	99	100	102	103	/	12	0.7	7
14	COc1ccc(NC(=O)CCN2C(=O)C3C4C=CC(C4)C3C2=O)cc1 (stereo not given)	99	1	102	96	96	96	96	-17	12	0.4	23
15	Cc1cccc(NC(=O)CCCN2C(=O)c3ccccc3C2=O)n1	101	0	105	103	104	104	104	-28	20	-0.1	32
16	CCc1ccc(-c2c(C)sc(NC(=O)C3CCC3)c2C#N)cc1	101	14	103	101	99	100	99	-11	11	0.1	13
17	COc1cccc2c(O)cc(=O)n(C)c12	99	2	103	98	98	97	99	15	14	-1.6	4
18	CCC(C)NC(=O)NC1C(NC(=O)NC(C)CC)N(C)C(=O)N1C (stereo not given)	99	42	104	96	98	99	98	/	24	0.4	34
19	COc1cc(C2C(C#N)=C(N)OC3=C2C(=O)CCC3)ccc1OC(=O)N1CCOCC1 (stereo not given)	102	-2	102	100	100	97	103	2	21	-2.6	12
20	O=C(Nc1nn[nH]n1)c1ccc(S(=O)(=O)N2CCCCC2)cc1	95	6	96	95	97	104	100	-10	14	1.4	12
21	Cc1cccn2c(=O)c3cc(C(=O)NCc4ccco4)c(=N)n(C(C)C)c3nc12	101	3	107	101	101	100	102	2	9	0.8	6
22	O=C(CN1CCC(c2nc3ccccc3s2)CC1)NCc1cccs1	101	-1	98	94	97	98	100	24	38	0.6	13
23	Cc1[nH]c2ccccc2c1C(=O)CSc1ccccc1	102	11	102	98	103	100	101	0	17	-0.3	7
24	CCOc1ccc(N(CC)C(=O)COc2cc(=O)n(CC)c3ccccc23)cc1	93	3	93	91	92	92	94	/	11	0.9	37

# Reformatted: results already given
11. Brc1ccc2c(c1)OCCOCCOCCOCCOCCOCCO2
12. Cn1c(=O)c2c(nc(NCc3ccc4c(c3)OCO4)n2Cc2ccc(F)cc2)n(C)c1=O
13. O=C(Cc1ccccc1)NC1CCS(=O)(=O)C1 (stereo not given)
14. COc1ccc(NC(=O)CCN2C(=O)C3C4C=CC(C4)C3C2=O)cc1 (stereo not given)
15. Cc1cccc(NC(=O)CCCN2C(=O)c3ccccc3C2=O)n1
16. CCc1ccc(-c2c(C)sc(NC(=O)C3CCC3)c2C#N)cc1
17. COc1cccc2c(O)cc(=O)n(C)c12
18. CCC(C)NC(=O)NC1C(NC(=O)NC(C)CC)N(C)C(=O)N1C (stereo not given)
Compound	11	12	13	14	15	16	17	18
Cdc42 wt	97	95	101	99	101	101	99	99
ABCG2 block	-3	9	3	1	0	14	2	42
Rac1 wt modul	102	95	106	102	105	103	103	104
Rac1 act GTP bind	99	92	99	96	103	101	98	96
Rab2 wt GTP	97	96	100	96	104	99	98	98
Rab7 wt GTP bind	101	96	102	96	104	100	97	99
HRas wt GTP	100	100	103	96	104	99	99	98
Pf gamet viab	13	-16	/	-17	-28	-11	15	/
GSH bead fluor	11	33	12	12	20	11	14	24
ABCB1 inh	1.9	4.2	0.7	0.4	-0.1	0.1	-1.6	0.4
Avidin fluor	6	12	7	23	32	13	4	34

19. COc1cc(C2C(C#N)=C(N)OC3=C2C(=O)CCC3)ccc1OC(=O)N1CCOCC1 (stereo not given)
20. O=C(Nc1nn[nH]n1)c1ccc(S(=O)(=O)N2CCCCC2)cc1
21. Cc1cccn2c(=O)c3cc(C(=O)NCc4ccco4)c(=N)n(C(C)C)c3nc12
22. O=C(CN1CCC(c2nc3ccccc3s2)CC1)NCc1cccs1
Compound	19	20	21	22
Cdc42 wt	102	95	101	101
ABCG2 block	-2	6	3	-1
Rac1 wt modul	102	96	107	98
Rac1 act GTP bind	100	95	101	94
Rab2 wt GTP	100	97	101	97
Rab7 wt GTP bind	97	104	100	98
HRas wt GTP	103	100	102	100
Pf gamet viab	2	-10	2	24
GSH bead fluor	21	14	9	38
ABCB1 inh	-2.6	1.4	0.8	0.6
Avidin fluor	12	12	6	13

# Source: PubChem BioAssay (several laboratories)

# Hits appear at their usual frequency. Share with any hit: about 1.1%.
